# EBV LMP1 NFkB: reduces LMP1-driven NF-kappaB luciferase signal; hit rate 0.69% among 350,000; LMP1-induced NF-kappaB luciferase reporter cells, luminescence; inhibition, % at 12.5 µM; in the data active = inhibition above about 41%;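 also: 0% = neutral control wells and 100% = reference inhibitor control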
# NCOA1 inh: inhibits human SRC1 coactivator; Q15788; HEK293 GAL4-SRC1 luciferase reporter, luminescence; inhibition, % at 3.6 µM; hit rate 0.12% among 360,000; AID 588354;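 active = inhibition above the campaign mean plus 3 SD, with each screening campaign given its own cutoff, cut at about 60% in these data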;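 also: 0% = DMSO treated cells and 100% = gossypol at 36 µM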
# Target sequence (Q15788 whole entry, looked up, the tested form may be a part): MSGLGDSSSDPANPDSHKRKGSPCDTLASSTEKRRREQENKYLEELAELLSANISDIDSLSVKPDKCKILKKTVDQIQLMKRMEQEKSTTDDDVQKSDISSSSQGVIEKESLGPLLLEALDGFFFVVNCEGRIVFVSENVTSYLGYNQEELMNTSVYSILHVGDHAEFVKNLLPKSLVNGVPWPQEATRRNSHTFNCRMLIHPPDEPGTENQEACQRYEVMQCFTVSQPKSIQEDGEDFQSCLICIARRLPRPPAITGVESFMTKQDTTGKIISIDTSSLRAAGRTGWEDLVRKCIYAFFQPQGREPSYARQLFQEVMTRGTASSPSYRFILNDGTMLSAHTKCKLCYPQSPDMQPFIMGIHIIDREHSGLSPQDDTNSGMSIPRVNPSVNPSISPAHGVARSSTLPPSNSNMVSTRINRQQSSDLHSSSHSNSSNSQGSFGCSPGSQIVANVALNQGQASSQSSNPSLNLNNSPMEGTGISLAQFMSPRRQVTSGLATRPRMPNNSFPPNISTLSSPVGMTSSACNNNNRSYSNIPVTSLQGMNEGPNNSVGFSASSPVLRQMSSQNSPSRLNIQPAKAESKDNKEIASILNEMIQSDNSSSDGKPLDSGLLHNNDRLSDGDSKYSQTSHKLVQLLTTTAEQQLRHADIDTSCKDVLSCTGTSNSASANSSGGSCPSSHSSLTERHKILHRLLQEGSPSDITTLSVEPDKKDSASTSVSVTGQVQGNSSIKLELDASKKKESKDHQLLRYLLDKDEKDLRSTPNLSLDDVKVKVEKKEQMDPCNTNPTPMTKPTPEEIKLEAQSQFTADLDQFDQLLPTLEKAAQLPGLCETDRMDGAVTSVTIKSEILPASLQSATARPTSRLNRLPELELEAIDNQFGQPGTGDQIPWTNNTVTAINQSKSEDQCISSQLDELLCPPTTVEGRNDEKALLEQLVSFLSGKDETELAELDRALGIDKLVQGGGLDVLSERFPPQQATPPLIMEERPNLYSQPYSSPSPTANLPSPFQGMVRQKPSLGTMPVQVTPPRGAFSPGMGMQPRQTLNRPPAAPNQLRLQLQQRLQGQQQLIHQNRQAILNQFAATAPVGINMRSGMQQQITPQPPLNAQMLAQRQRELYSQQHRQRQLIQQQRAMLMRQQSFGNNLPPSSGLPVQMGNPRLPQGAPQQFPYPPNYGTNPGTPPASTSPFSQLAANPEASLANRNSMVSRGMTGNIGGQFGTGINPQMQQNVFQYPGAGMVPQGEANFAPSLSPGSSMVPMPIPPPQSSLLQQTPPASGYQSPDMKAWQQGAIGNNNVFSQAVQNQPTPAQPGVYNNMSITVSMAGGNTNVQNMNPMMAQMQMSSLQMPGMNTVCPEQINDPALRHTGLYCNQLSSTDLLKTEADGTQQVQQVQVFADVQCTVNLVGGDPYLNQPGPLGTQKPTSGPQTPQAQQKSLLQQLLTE
# KKLEB tox: counter-screen for CF NF-kB inhibitors: cytotoxicity | KKLEB CF airway cells viability, ATPlite luminescence, overnight; active compounds read low; cells stimulated with P. aeruginosa culture filtrate | activity change (cytotoxicity), % at 5 µM | hit rate 0.36% among 360,000;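 active = corrected activity change at or below -50% at 5 µM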
# NR5A2 inv ag: NR5A2 inverse agonism in reporter assay | HEK293T StAR-luciferase reporter, LRH-1 transfected, 24 h | inhibition, % at 3.6 µM | hit rate 0.13% among 360,000;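 active = inhibition above the mean inhibition of all tested compounds plus 3 SD, cut at about 73% in these data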;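 also: 0% = DMSO wells and 100% = reporter-only cells lacking LRH-1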
# NCOA3 inh: inhibits human SRC3 coactivator; Q9Y6Q9; HEK293 GAL4-SRC3 luciferase reporter, luminescence; inhibition, % at 3.6 µM; hit rate 0.17% among 360,000; AID 588352;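 active = inhibition above a per-campaign cutoff, the mean of all compounds plus 3 SD, cut at about 60% in these data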;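 also: 0% = DMSO-treated cells and 100% = gossypol-treated cells at 36 µM; higher means less SRC3-driven luciferase light from the GAL4 reporter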
# TWEAK Fn14 block: inhibitors of TWEAK-Fn14 interaction signaling. TWEAK-stimulated Fn14 reporter cells, luciferase luminescence, 8 h. inhibition, % at 10 µM. hit rate 2% among 360,000; in the data active = inhibition above about 50%
# CF NFkB block: inhibitors of cystic fibrosis induced NF-kB. inhibition, % at 5 µM. hit rate 0.86% among 360,000. AID 588850. KKLEB NF-kB-GFP reporter, PAF-induced, GFP fluorescence overnight;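 active = at least 50% inhibition at 5 µM, scaled per plate between neutral and stimulator controls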;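 also: PAF is a Pseudomonas aeruginosa culture filtrate used as stimulus; plate controls were PAF-stimulated DMSO wells for no effect and unstimulated DMSO wells for full effect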
# TROY signal inh: blocks TROY-dependent signaling in reporter cells. AID 1347056. hit rate 0.98% among 360,000. Q293 LMP1-TROYcd NF-kB luciferase reporter, 4 h. inhibition, % at 10 µM;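 active = compounds whose plate-normalised and pattern-corrected inhibition of the luciferase reporter signal at the single screening dose is 50% or more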
# NR2F2 inh: blocks human COUP-TFII nuclear receptor | P24468 | HEK293T NGFI-A luciferase reporter, luminescence | inhibition, % at 8.6 µM | hit rate 0.7% among 370,000 | AID 686940;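 active = inhibition above a per-plate cutoff, mean inhibition of test wells between control levels plus 3 SD, cut at about 38% in these data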;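 also: cells cotransfected with COUP-TFII expression vector driving the NGFI-A reporter; 0% = median of COUP-TF2 test wells and 100% = reporter-only cells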
# C8 TRAIL sens: caspase-8 TRAIL sensitization. NB7+C8 cells + TRAIL, ATPlite viability luminescence. inhibition (viability loss, TRAIL sensitization), % at 10 µM. hit rate 1% among 360,000. AID 624354;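 active = compounds causing at least 50% loss of cell viability in the single-dose screen, relative to plate controls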
# NCOA2 inhibitor: inhibits human steroid receptor coactivator 2. HEK293 GAL4-SRC2 luciferase reporter, luminescence. inhibition, % at 9 µM. hit rate 0.17% among 370,000. AID 651957;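 active = inhibition above the mean inhibition of all tested compounds plus 3 SD, set per campaign, cut at about 52% in these data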;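 also: 0% = DMSO treated cells and 100% = cells given Gossypol at 36 µM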
# The depositor's hits bear a star; nt = no result given.
cpd	canonical_smiles	NR5A2 inv ag	NR2F2 inh	TROY signal inh	NCOA2 inhibitor	C8 TRAIL sens	TWEAK Fn14 block	NCOA1 inh	CF NFkB block	NCOA3 inh	KKLEB tox	EBV LMP1 NFkB
1	O=C(C1CCN(S(=O)(=O)c2ccc(-n3cnnn3)cc2)CC1)N1CCN(c2ccccc2)CC1	0.8	-17.0	9.6	-7.0	1.5	-1.7	0.4	-1.9	-0.7	0.5	2.4
2	CCOC(=O)C1(C)CCCCCN1C(=O)c1ccc(SC(F)(F)F)cc1 (configuration not stated)	-3.5	4.0	8.7	15.1	-9.0	-10.8	4.2	7.8	0.6	-10.5	nt
3	NC1=NC(=O)C(c2ccccc2)C(=O)N1 (configuration not stated)	19.0	-9.2	1.1	-2.4	-25.5	15.2	3.4	-16.7	-13.9	3.5	2.7
4	O=c1c2ccsc2ncn1Cc1cccc(C(F)(F)F)c1	19.3	4.0	0.7	13.7	-1.9	-5.0	-2.7	0.8	10.5	-3.1	-2.1
5	O=c1[nH]c(=S)[nH]c2sccc12	-5.2	7.6	-37.8	-19.9	-1.5	10.7	-11.8	-0.3	-5.5	6.6	-3.8
6	Cc1cccnc1CCNC(=O)CCc1nnc(CCc2ccccc2)o1	2.3	-17.4	-7.0	7.8	7.6	-14.6	-9.5	9.9	15.6	-8.7	-5.0
7	COc1ccccc1NC(=O)CSc1nnc(-c2ccccn2)o1	-57.9	-7.4	-12.6	-17.1	-37.1	20.2	-58.4	-24.1	-47.5	-8.8	-6.5
8	COc1ccc(CN(C)CCCn2cnc3c(OC)ncnc32)cc1OC	-10.5	-3.2	-5.2	-12.1	0.3	-8.2	-8.6	2.8	-8.0	-4.1	-0.7
9	Cc1c(C(=O)Nc2nccs2)oc2ccc(Br)cc12	-104.6	-31.8	-70.5	-42.1	31.5	-24.1	-91.1	0.1	-103.2	-9.6	-62.7
10	O=C(Cc1coc2cc(O)ccc12)N1CCN(S(=O)(=O)c2ccc(Br)cc2)CC1	-2.0	18.0	0.3	-19.5	-0.2	15.7	-19.5	8.1	-17.7	11.2	0.5
11	CC[n+]1ccc(C)c2cc(SC(F)(F)F)ccc21	19.1	nt	-8.5	nt	25.0	15.7	-12.0	4.7	11.3	7.4	-3.3
12	COc1ccc2c(c1OC)C(=O)N(c1ccc(C)cc1)C2=O	-12.5	0.3	-43.2	-16.4	6.0	-14.5	-42.4	-6.9	-23.1	-3.2	-4.7
13	Cc1cccc(C(=O)OCC(=O)c2c(N)n(CC(C)C)c(=O)n(C)c2=O)c1[N+](=O)[O-]	15.5	19.2	24.4	-6.3	-2.9	1.4	-4.0	-4.7	-17.9	7.1	31.4
14	Cc1ccc(C)c(N2CCN(CC3CCCCC3)CC2)c1	8.4	25.5	28.9	-7.4	13.3	-27.4	-6.0	-11.2	-0.9	3.1	-0.9
15	CCOc1ccc(NC(=O)C(c2ccccn2)N(C(=O)CCl)c2ccc(F)cc2)cc1 (configuration not stated)	-30.1	nt	-44.1	nt	3.7	9.0	-19.1	-6.1	-5.4	11.6	2.6

# An excerpt from above, reduced to C8 TRAIL sens and KKLEB tox.
item | SMILES | C8 TRAIL sens | KKLEB tox
11 | CC[n+]1ccc(C)c2cc(SC(F)(F)F)ccc21 | 25.0 | 7.4
12 | COc1ccc2c(c1OC)C(=O)N(c1ccc(C)cc1)C2=O | 6.0 | -3.2
13 | Cc1cccc(C(=O)OCC(=O)c2c(N)n(CC(C)C)c(=O)n(C)c2=O)c1[N+](=O)[O-] | -2.9 | 7.1
14 | Cc1ccc(C)c(N2CCN(CC3CCCCC3)CC2)c1 | 13.3 | 3.1
15 | CCOc1ccc(NC(=O)C(c2ccccn2)N(C(=O)CCl)c2ccc(F)cc2)cc1 (configuration not stated) | 3.7 | 11.6

# Additional compounds
cpd	canonical_smiles	NR5A2 inv ag	NR2F2 inh	TROY signal inh	NCOA2 inhibitor	C8 TRAIL sens	TWEAK Fn14 block	NCOA1 inh	CF NFkB block	NCOA3 inh	KKLEB tox	EBV LMP1 NFkB
16	CCn1c(SCCC(=O)Nc2ccccc2)nnc1-c1ccc(OC)cc1	-0.5	-2.4	-3.7	-52.7	-5.5	-13.0	-5.6	0.4	3.3	1.3	-0.7
17	Cc1ccc(N2CCN(C(=S)c3ccc(-c4cccc([N+](=O)[O-])c4)o3)CC2)cc1	-10.3	15.4	0.5	-14.5	-2.0	-25.2	-42.2	-5.5	3.0	9.5	-4.3
18	Nc1ccc2nc(SCc3cccc(F)c3)sc2c1	-51.9	-35.1	11.8	-55.4	6.0	-8.0	-94.7	-16.7	-86.5	8.2	-57.8
19	O=C(COC(=O)c1cccnc1Cl)Nc1cc(S(=O)(=O)N2CCCCC2)ccc1Cl	-2.9	13.3	13.6	-13.0	10.6	-16.4	-12.8	4.6	4.6	4.1	0.1
20	Cc1ccc(NC(=O)c2cccc(S(=O)(=O)N(C)c3ccccc3)c2)cc1S(=O)(=O)N1CCOCC1	20.9	34.4	19.5	7.4	18.3	53.6*	12.5	12.6	19.6	-5.4	10.4
21	COc1ccc(C(C(=O)NC2CCCC2)N(CCCO)C(=O)Cn2nnc(-c3ccc(C)o3)n2)cc1 (configuration not stated)	5.5	-7.7	7.2	-7.1	-20.8	-14.6	-13.9	10.7	5.7	1.1	-1.8
22	CNC(=S)NNc1nc(C)cc(C)n1	10.8	-28.3	5.1	8.4	9.3	15.9	5.0	-0.4	-10.7	2.4	-2.1
23	COC(=O)Cn1c(=NC(=O)CSCC(=O)Nc2cc(C)on2)sc2cc(C(=O)OC)ccc21	28.1	-7.5	7.3	4.4	-6.2	7.3	9.9	-9.3	5.1	-4.9	1.8
24	Cc1cccc(NC(=S)NC(NC(=O)OCc2ccccc2)C(Cl)(Cl)Cl)c1 (configuration not stated)	3.4	-1.9	26.1	-0.4	1.9	-8.7	1.3	16.3	6.2	7.3	2.9
25	COc1cccc(CN(Cc2ccco2)C(c2ccc(F)cc2)c2nnnn2C(C)(C)C)c1 (configuration not stated)	4.6	22.6	22.8	18.5	10.6	9.4	0.6	13.7	9.1	-17.9	-3.6
26	Cc1ccccc1N1CC(C(=O)Nc2ccc(S(=O)(=O)N3CCCC3)cc2)CC1=O (configuration not stated)	20.3	16.6	-0.3	-4.1	7.0	-12.9	-17.3	2.8	15.3	-1.8	5.7
27	Cc1cc(Cl)ccc1NNC(=O)CCc1ccccc1	-0.2	0.1	-14.9	5.6	1.3	6.2	-16.3	11.6	8.1	-0.5	-10.8
28	COc1ccc(NC(=O)CCSc2nnc(C)s2)cc1	-9.2	14.9	-7.1	-15.1	-3.3	1.6	0.1	0.3	-0.8	-2.3	16.6
29	CCOC(=O)C1=CC[C@@H](c2ccccc2)N(S(=O)(=O)c2ccc(C)cc2)[C@H]1C#N	-37.1	-10.3	-30.6	-17.2	-4.2	-0.1	-8.1	43.0	-6.8	-16.2	nt
30	Fc1ccccc1Oc1nc(-c2ccncc2)nc2ccccc12	-0.5	5.2	-18.1	23.2	5.2	-8.2	13.4	21.0	19.7	-21.0	5.9

# With a hit mark in TWEAK Fn14 block, among the entries above:
item	SMILES	NR5A2 inv ag	NR2F2 inh	NCOA2 inhibitor	TWEAK Fn14 block	NCOA1 inh	CF NFkB block	NCOA3 inh	EBV LMP1 NFkB
20	Cc1ccc(NC(=O)c2cccc(S(=O)(=O)N(C)c3ccccc3)c2)cc1S(=O)(=O)N1CCOCC1	20.9	34.4	7.4	53.6*	12.5	12.6	19.6	10.4

# Next entries:
cpd	canonical_smiles	NR5A2 inv ag	NR2F2 inh	TROY signal inh	NCOA2 inhibitor	C8 TRAIL sens	TWEAK Fn14 block	NCOA1 inh	CF NFkB block	NCOA3 inh	KKLEB tox	EBV LMP1 NFkB
31	O=C1CC2(CCN(S(=O)(=O)c3ccccc3)CC2)Oc2ccccc21	19.7	0.3	-2.7	-1.2	-9.2	-17.4	11.6	-28.2	9.5	24.9	-2.8
32	COc1ccc2oc(-c3ccncc3)cc(=O)c2c1	-94.7	-52.4	-55.4	-69.3	22.0	-10.7	-82.6	-20.5	-99.9	6.6	0.6
33	CC(C)(C)c1cc(C(=O)N/N=C/c2ccc(O)cc2)n(-c2ccccc2)n1	-5.8	13.3	2.1	-17.1	9.6	-16.7	25.7	22.4	34.3	15.2	1.0
34	Nc1c(-c2ccc(F)cc2)cnn1C1CCS(=O)(=O)C1 (configuration not stated)	3.9	11.4	6.5	-0.1	-11.5	7.4	2.5	-5.8	4.4	-2.4	5.6
35	Cc1ccc(-n2c(CCc3ccccc3)nnc2SCC(=O)NCc2ccccc2)cc1C	-9.1	11.5	-16.1	8.1	9.0	6.8	-0.1	-10.9	0.0	-0.4	-3.9
36	Cc1ccc(N(CN2C(=O)C3CC=CCC3C2=O)C(=O)c2ccco2)cc1Cl (configuration not stated)	-7.7	25.0	-10.7	17.0	-3.6	12.6	-20.2	0.1	-5.1	-5.4	-3.4
37	O=C(Nc1cccc(-c2nnc(-c3ccccc3)o2)c1)c1ccc(Br)o1	-10.3	-9.4	58.4*	-24.8	3.3	40.2	-0.8	-19.8	-0.1	15.0	-4.0
38	O=C(Nc1nnc(-c2ccncc2)o1)c1ccc2ccccc2c1	0.7	-4.0	-42.1	-14.3	8.5	-5.3	-26.0	-18.2	16.4	1.8	6.4
39	COc1ccc2cc(C(c3nnnn3C3CCCCC3)N3CCCCCC3)c3nnnn3c2c1 (configuration not stated)	13.9	1.0	-12.6	-7.1	4.7	-27.0	-7.7	13.3	22.7	-16.3	-0.2
40	O=C(NCCNS(=O)(=O)c1ccccc1Cl)c1cc(OCC(F)(F)F)ccc1OCC(F)(F)F	-9.7	-2.4	-5.3	-10.4	13.5	-6.6	-29.3	5.0	3.1	-9.3	-13.3
41	O=C(Nc1ccccc1)Nc1ccccn1	-96.8	-27.1	-55.0	-37.9	1.6	-20.0	-75.8	14.2	-33.3	6.7	-16.8
42	COc1ccc(OC)c(/C=N/n2c(C)nc3ccccc3c2=O)c1	5.9	4.9	-30.1	-5.4	3.2	-13.8	-20.4	4.7	6.3	-6.2	nt
43	Nc1cccc(Oc2cnccn2)c1	12.7	2.3	10.3	-1.5	8.5	28.1	-9.3	4.3	-14.2	6.3	4.7
44	CS(=O)(=O)c1ccc(Cl)c(NC(=O)Cc2ccccc2F)c1	6.8	-23.3	-17.6	3.8	-2.8	-0.7	2.1	1.0	-0.5	7.9	-11.5
45	CC(C)OC(=O)c1nnc(-c2ccccc2)nc1OC(C)C	14.4	2.6	-5.2	-29.7	-7.1	8.1	-3.6	-11.1	11.8	13.6	6.3
46	CCOC(=O)/C(=C/C=C1\Sc2cc(C)c(C)cc2N1CC)C(C)=O	-3.7	21.5	4.4	23.5	-2.6	7.7	2.6	-84.7	12.3	4.3	2.3
47	O=C(COc1ccc2c3c(c(=O)oc2c1)CCC3)NCCN1CCOCC1	35.5	-8.5	-14.8	-1.0	5.4	-1.9	7.9	-1.6	11.5	4.3	1.0

# Look-ups from the entries so far.
# entry 43 in NR5A2 inv ag → 12.7
# entry 35 in NR2F2 inh → 11.5
# entry 46 in KKLEB tox → 4.3
# entry 39 in NCOA2 inhibitor → -7.1
# entry 36 in CF NFkB block → 0.1
# entry 45 in NR5A2 inv ag → 14.4
